Screening results as filed in PubChem.
TRPN1 ag – zebrafish TRPN1 (NompC) channel agonism. HEK293 zebrafish TRPN1-YFP, Fluo-8 calcium fluorescence; 100% = response to 87 µM carbachol. activation, % at 3 µM. 0.18% of 220,000 active;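 active = activation above its plate's cutoff, the mean activation of test wells on that plate plus 3 SD, cut at about 19% in these data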;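 also: 0% = DMSO alone and 100% = 87 µM carbachol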
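System: zebrafish TRPN1-YFP in HEK293 cells / Dosing: 3 µM single point / Timing: dye loading 1 h at 37 °C, then 30 min room temperature / Signal: Fluo-8 calcium fluorescence, excitation 470-495 nm, emission 515-575 nm / Read-out basis: percent activation from peak over basal fluorescence ratio, control-normalized / Control set: high carbachol 87 µM, low DMSO alone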
Runt-SMMHC FRET – Runt domain-CBFb-SMMHC interaction inhibition. inhibition, % at 20 µM. 0.74% of 220,000 active. Cerulean-Runt/Venus-CBFb-SMMHC FRET ratio 530/480, 1 h;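 active = mean inhibition across duplicate retests at 20 µM reaching about 50%, limit read from the data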;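 also: 0% = DMSO wells and 100% = wells with excess untagged CBFb-SMMHC; inhibitors lower the FRET ratio by blocking Runt binding to CBFb-SMMHC; some results filed as inactive read as strong as hits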
MDM2 E3 inh – Mdm2 E3 ligase (human) inhibition; signal enhancement, % at 5 µM; cell-based MDM2 ubiquitination luciferase reporter, 2 h; 0 = plate control, 100 = twice control, blank-subtracted; Q00987; 0.11% of 210,000 active;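 active = signal enhancement of 30% or more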;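 also: luminescence tracks abundance of the self-degrading MDM2-luciferase fusion protein; higher signal means inhibition of MDM2 E3 ligase activity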
Target sequence (Q00987 whole entry, looked up, the tested form may be a part): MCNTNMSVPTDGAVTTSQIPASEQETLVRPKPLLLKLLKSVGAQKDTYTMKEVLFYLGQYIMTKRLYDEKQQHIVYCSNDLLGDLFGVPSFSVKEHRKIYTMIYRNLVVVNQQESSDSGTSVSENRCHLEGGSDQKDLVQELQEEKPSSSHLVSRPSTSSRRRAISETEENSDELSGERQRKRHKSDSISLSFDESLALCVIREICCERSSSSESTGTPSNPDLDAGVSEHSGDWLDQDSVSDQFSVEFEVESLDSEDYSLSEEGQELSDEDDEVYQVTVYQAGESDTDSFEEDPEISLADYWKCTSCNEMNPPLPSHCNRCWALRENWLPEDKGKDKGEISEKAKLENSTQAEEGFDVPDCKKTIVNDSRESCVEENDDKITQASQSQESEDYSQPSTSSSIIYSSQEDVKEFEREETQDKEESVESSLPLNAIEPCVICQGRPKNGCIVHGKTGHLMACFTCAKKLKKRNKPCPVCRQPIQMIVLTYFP
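Test system: stable mammalian line carrying autodegrading MDM2–luciferase fusion reporter; quantity: 2000 cells in each well; times: 4 h cell settling then 2 h compound exposure, 37 °C; detection: luminescence with SteadyLite reagent, 15 min at room temperature; evaluation: percent signal gain over controls, blank-subtracted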
TRPML3 agonist – human mucolipin-3 channel agonism; Q8TDD5; HEK293 TRPML3-YFP, Fluo-8 calcium fluorescence; 100% = the carbachol control signal; activation, % at 3 µM; 0.29% of 220,000 active; AID 1448;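 active = activation above its plate's cutoff, the mean activation of the plate's test wells plus 3 SD, cut at about 12% in these data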;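 also: 0% = DMSO only wells and 100% = carbachol wells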
Target sequence (Q8TDD5 whole entry, looked up): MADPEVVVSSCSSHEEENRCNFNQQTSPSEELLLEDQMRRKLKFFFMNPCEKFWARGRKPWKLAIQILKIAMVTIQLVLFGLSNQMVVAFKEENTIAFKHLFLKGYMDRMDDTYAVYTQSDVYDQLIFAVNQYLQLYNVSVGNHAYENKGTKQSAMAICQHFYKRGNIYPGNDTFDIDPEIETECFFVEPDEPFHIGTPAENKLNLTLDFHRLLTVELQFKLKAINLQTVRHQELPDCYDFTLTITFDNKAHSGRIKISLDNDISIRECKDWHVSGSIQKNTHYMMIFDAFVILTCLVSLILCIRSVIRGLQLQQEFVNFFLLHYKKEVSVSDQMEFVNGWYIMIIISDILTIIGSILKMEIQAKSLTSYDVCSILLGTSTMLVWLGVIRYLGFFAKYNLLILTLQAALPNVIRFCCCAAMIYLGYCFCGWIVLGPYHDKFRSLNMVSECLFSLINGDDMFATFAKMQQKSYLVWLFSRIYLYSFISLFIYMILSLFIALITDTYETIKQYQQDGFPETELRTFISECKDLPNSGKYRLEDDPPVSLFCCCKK
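Material: HEK293 cells stably carrying human TRPML3-YFP; compound dosing: single dose, 3 µM final nominal compound, 0.3% DMSO final; incubation: 1-h 37 °C dye load, 5-s basal, 120-s post-compound reads; technique: Fluo-8 intracellular calcium fluorescence, excitation 470-495 nm, emission 515-575 nm; read-out basis: percent activation from peak-to-basal fluorescence ratio, scaled between DMSO and carbachol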
CHOP inhibitor – CHOP inhibition in unfolded protein response. 3.8% of 220,000 active. AID 2732. CHO-K1 CHOP-promoter luciferase, tunicamycin-induced, 15-18 h. inhibition, % at 10 µM;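 active = compounds that reduced the stress-induced luciferase reporter signal by more than about 70% of percent inhibition, limit read from the data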;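 also: 0% = tunicamycin plus vehicle and 100% = wells without tunicamycin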
EBV gp42 block – blocks Epstein-Barr virus glycoprotein 42 binding | Q1HVG2 | Fluorescence polarization binding assay, mP read-out | inhibition, % (tested at 21.74 µM) | 0.42% of 220,000 active; in the data active = inhibition above about 50%
PPC-1+TRAIL kill – kills PPC-1 cancer cells in the presence of TRAIL; 0.41% of 220,000 active; cell killing (% activity), % at 4 µM; PPC-1 cells + TRAIL, ATPLite viability luminescence;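 active = cell killing above 50% in the first pass at 4 µM, then a duplicate retest at 5 µM averaging 50% or more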;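 also: plate controls were cells with TRAIL plus DMSO for no effect and medium-only wells lacking cells for full effect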
NCF1 inh – p47phox (human) inhibition; P14598; p47phox/p22phox peptide binding, fluorescence polarization, 2 h; inhibition, % at 24.7 µM; 0.53% of 220,000 active;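 active = inhibition above about 30%, limit read from the data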;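 also: 0% = p47phox with labelled peptide and 100% = labelled peptide alone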
TNF death inh – TNF-alpha cell death inhibition in Jurkat FADD-/- cells; Jurkat FADD-/- TNF necroptosis rescue, ATP luminescence, 24 h; 0 = TNF only, 100 = no-TNF cells; activation (protection from cell death), % at 10 µM; 0.068% of 220,000 active;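 active = activation, meaning protection from cell death, of at least 50% relative to plate controls; inactive = activation below 50%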;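 also: necroptosis triggered by 40 ng/mL TNF-alpha added together with compound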
* hit, by the source's call; x = no result given.

Below each SMILES: TRPN1 ag, Runt-SMMHC FRET, MDM2 E3 inh, TRPML3 agonist, CHOP inhibitor, EBV gp42 block, PPC-1+TRAIL kill, NCF1 inh, TNF death inh
S=C(NCC1CCCO1)N1CCN(Cc2ccccc2Cl)CC1 (centres undefined)
→ 3.3, 0, -1, 1.9, -8, 3, -2, -4, 0.5
Cc1ccc(S(=O)(=O)N(C)c2ccc3sc(C)nc3c2)cc1
→ 2.5, 3, -1, 2.2, 9, -18, 1, -25, -4.1
O=C(NCCCCNC(=O)c1ccc(Cl)s1)c1ccc(Cl)s1
→ 1.0, -13, -10, -0.1, 11, -8, 3, -16, -0.4
COC(=O)Cn1c(=NC(=O)c2ccc(OC)cc2)sc2cc(OC)ccc21
→ -0.7, 1, -22, 0.5, 8, 7, -4, -6, -0.4
Cc1ccc(C2(C(F)(F)F)N=C3Sc4cc(C)cc(C)c4N3C(=O)N2)cc1 (centres undefined)
→ -1.8, -5, -60, -0.7, 77*, -14, -18, -11, -3.5
C=COCCn1c(-c2nonc2N)nc2ccccc21
→ -2.0, -5, -39, -0.4, 43, 15, 13, -19, -2.8
CCOC(=O)c1c(CN2CCOCC2)oc2ccc(OC)cc12
→ -0.3, -1, -2, 0.2, -11, 9, 1, 1, 0.1
COC(=O)c1cnc(N2CCOCC2)nc1C(F)(F)F
→ 0.7, 0, -12, 0.1, -9, -12, 4, -1, -0.6
Nc1c(-c2ccccc2)c(CSc2nc3ccccc3[nH]2)nn1-c1ccc(C(=O)O)cc1
→ -0.1, -1, -11, 0.0, -6, -4, -9, -10, 5.7
CCCc1cc(=O)[nH]c(SCC(=O)Nc2nc(-c3ccccc3)cs2)n1
→ 0.1, -4, -15, 0.3, 1, -7, 16, -10, 1.4
Cc1cccc(C)c1Nc1c(-c2ccccc2O)nc2ncccn12
→ 1.4, -15, -18, 0.0, 7, -9, -1, -2, -0.4
O=C(c1ccc(C(F)(F)F)cc1)n1ccc(-c2cccs2)n1
→ 1.1, -2, -7, 0.9, 4, -5, 12, -6, 0.1
Cc1nc(C)c(C(=O)NCCC(c2ccccc2)c2ccccc2)o1
→ 6.2, 0, -16, 1.2, 8, 4, 14, -10, -2.6
C/C=C/C=C\C(=O)Nc1cccc(C2=NOC3(C2)C[C@H](C(N)=O)N(C(=O)/C=C/C)C3)c1 (some centres undefined)
→ x, 1, 2, x, 14, -16, -10, -6, 0.7
Cc1ccc(Nc2ccc(S(=O)(=O)N3CCOCC3)cc2[N+](=O)[O-])cc1C
→ 0.7, 1, -15, -0.1, 27, -10, -1, -2, 3.2
O=C(c1cccs1)N1CCN(CCCc2ccccc2)CC1
→ 0.3, -2, -10, 0.6, 75*, -10, -10, -5, -0.6
COc1ccc(C2N3CC4(C)CN2CC(C)(C3)C4O)cc1OC (centres undefined)
→ 0.1, -7, -1, 1.1, -22, -1, 9, -2, -0.2
Cc1ccc(-n2nnnc2SCc2ccccn2)cc1C
→ -0.4, 1, -19, 0.5, 46, -4, 30, -8, 1.2
Cc1nc(N2CCC(C)CC2)c2c(C)c(C(=O)Nc3cc(F)ccc3C)sc2n1
→ -0.3, -9, -5, 1.2, 8, -10, 24, 0, 1.5
OCCOCCNc1ncnc2c1cnn2-c1ccccc1
→ 0.6, 2, -15, 0.2, -10, -3, x, -5, 0.1

Marked active in CHOP inhibitor (from the list above):
Structure,Runt-SMMHC FRET,MDM2 E3 inh,TRPML3 agonist,CHOP inhibitor,EBV gp42 block,NCF1 inh
Cc1ccc(C2(C(F)(F)F)N=C3Sc4cc(C)cc(C)c4N3C(=O)N2)cc1 (centres undefined),-5,-60,-0.7,77*,-14,-11
O=C(c1cccs1)N1CCN(CCCc2ccccc2)CC1,-2,-10,0.6,75*,-10,-5

New compounds follow.
Below each SMILES: TRPN1 ag, Runt-SMMHC FRET, MDM2 E3 inh, TRPML3 agonist, CHOP inhibitor, EBV gp42 block, PPC-1+TRAIL kill, NCF1 inh, TNF death inh
Cc1cc(C)n2nc(-c3ccsc3-n3c(C)ccc3C)cc2n1
→ 0.2, -11, -12, -0.4, -7, -11, 22, -88, -4.1
O=C(NCc1ccco1)c1ccc(COc2ccc(Cl)cc2)cc1
→ -1.7, -1, -12, -0.6, 35, 2, 5, -10, 1.5
C=CCN1C(=O)/C(=C2/Sc3ccc(OC)cc3N2C)SC1=Nc1cccc(O)c1
→ 0.6, -42, -5, 0.1, -3, -76, 10, -108, 2.1
COc1ccc2[nH]c(=O)c(CN(C(=O)c3ccco3)C3CCCCC3)cc2c1
→ 0.1, -9, -9, -0.4, 44, -8, 0, -10, -2.1
N#Cc1ccc(C(=O)Nc2nc(SCc3ccc(Cl)cc3)n[nH]2)cc1
→ 0.5, -11, -13, 0.5, 52, -3, 4, -35, 0.4
O=C(Cc1ccccc1F)OCC(=O)N1CCc2ccccc21
→ -2.3, -1, -15, -0.6, -19, -10, 2, -2, 8.4
CCC1Oc2ccc(C)cc2N(CC(=O)N2CCN(c3ccc(F)cc3)CC2)C1=O (centres undefined)
→ -1.0, 1, -11, 0.0, 18, 6, 8, -4, -2.7
O=C(NCc1n[nH]c(=S)n1Cc1ccccc1)c1ccc(Cl)cc1Cl
→ 0.6, 9, -9, 0.5, 12, -10, 25, -6, -0.7
CC1=NNC(=O)C1CCC(=O)N/N=C/c1ccccc1 (centres undefined)
→ 1.4, -4, -9, 1.0, 16, -17, -2, -7, 2.4
CCSc1ccccc1C(=O)Nc1cc(OC)c(OC)c(OC)c1
→ -1.4, 1, -18, -0.5, -4, -11, 21, -5, -0.7
CCC(C)N(C)C1CCN(C(=S)Nc2cccc(OC)c2)CC1 (centres undefined)
→ 0.9, 0, -13, 0.8, 18, -6, 9, 3, 0.6
Cn1c(SCC(=O)Nc2nccs2)nnc1-c1ccc(S(=O)(=O)N2CCCC2)cc1
→ -0.1, 2, -13, 1.1, -30, -125, 4, -1, -0.1
Cc1ccccc1OCC(=O)NCCC1=CCCCC1
→ -2.4, -7, -5, 0.0, -31, -12, 23, -4, 2.8
Cc1ccc(OCc2cnc(Cl)s2)c(C)c1
→ 1.3, -2, 6, 0.8, 24, 7, 21, -3, -0.3
COc1ccc(-c2nnc(NC(=O)CSc3ccc(Cl)cc3)s2)cc1OC
→ 0.8, 3, -6, 0.2, 1, -25, 19, 41*, 1.4
COc1cc(S(=O)(=O)NCCc2ccc3c(c2)OCO3)ccc1-n1cnnn1
→ 0.0, -2, 1, 1.0, 24, -9, -7, -9, -2.9
O=S(=O)(c1cccc(NC(=S)N2CCN(c3ccc(F)cc3)CC2)c1)C(F)F
→ 2.7, 0, -16, 2.1, 36, 3, 8, -8, -1.0
O=C(NN1C(=O)/C(=C/C=C/c2ccco2)SC1=S)c1ccncc1
→ 2.7, -3, 3, 0.9, -18, -9, 12, -84, -1.3
CCCCN1C(=O)/C(=c2\sc3nc(=O)c(-c4ccccc4)nn3c2=O)c2ccccc21
→ 0.5, -8, -11, 0.3, -11, 9, -4, -15, -1.9
CCCCNCC(=O)Nc1sc(C)c(C)c1C(=O)OCC
→ 1.6, -1, -7, 0.2, 53, -24, -10, -2, 0.6
Cc1ccc2[nH]c(=O)c(CN(CCCN(C)C)C(=O)Nc3ccc(Cl)cc3)cc2c1
→ -0.7, 1, -7, 0.9, 1, -22, 11, -12, -3.7
Cc1ccc(S(=O)(=O)NCC(=O)N(CC(=O)NCC2CCCO2)Cc2ccccc2)cc1 (centres undefined)
→ -0.6, 2, -33, 0.1, 2, -10, 0, -4, -2.4
Cn1nc(C(F)(F)F)c(CN2CC(C)(C)C2=O)c1N1CCOCC1
→ 2.4, -1, -20, 0.8, 36, 2, 16, -12, 0.2
COc1ccc(-n2c(/C=C3\C(=O)N(C)c4ccccc43)nc3ccccc3c2=O)cc1
→ 1.9, -2, x, -0.4, -6, -6, 7, -1, -1.7
O=C(NCCc1ccc(Cl)cc1)C1CCN(S(=O)(=O)N2CCCCC2)CC1
→ 2.9, -2, -11, 2.3, 11, -3, 1, -8, 0.5
CCC(=O)NCCNc1nc2cc(C)c(C)cc2cc1C#N
→ -0.3, 47, -6, 0.7, 34, -11, 14, -16, -5.0
C=C(C)CNC(=S)N1CCNC(=O)C1CC(=O)OC (centres undefined)
→ 1.7, -19, 6, 1.1, 8, -20, 18, -8, -0.2
Cc1ccc(NC(=O)c2cnccn2)cc1
→ 0.4, 0, -6, 0.3, -36, 2, 4, -4, 0.1
O=C(Cc1ccc(Br)cc1)Nc1ccc(Cl)cc1
→ 0.2, 0, -4, -0.5, 11, -10, 9, -6, 5.0
Cc1ccc(-n2c(=O)c(C#N)cc3c(=O)n4cccc(C)c4nc32)cc1
→ 0.3, 59*, -2, 0.7, -18, -3, 32, -38, -0.4
CCc1c(C)nc(SCC(=O)N2CCN(c3ccccc3OC)CC2)[nH]c1=O
→ 0.5, 1, 3, 0.7, -4, -16, -1, -3, 0.4
Cc1n[nH]c(=O)nc1NCc1ccc(Cl)cc1
→ 0.4, -6, -11, 0.1, 7, -14, 33, -9, -2.1
COc1ccc(CC(=O)Nc2ccc3nc(C)sc3c2)cc1OC
→ -0.1, 2, -9, 0.5, -1, -16, 2, -6, 0.9
Brc1ccc(OCCOCCN2CCOCC2)cc1
→ 0.4, -3, 0, 0.9, -4, -13, -5, -15, 0.6
Cc1ccc(C(=O)NCCCNCCCNC(=O)c2ccc(C)nc2)cn1
→ -0.7, -3, -5, 2.8, 22, -25, 2, -7, -0.7
COc1ccccc1CN1C(=S)SC(C)(C)C1NO (centres undefined)
→ 0.3, -1, 5, 0.9, 33, -6, 22, -6, -0.1
Cc1ccccc1C(=O)c1c[nH]c(C(=O)NCCc2ccccn2)c1
→ 0.9, -2, 1, 0.8, 33, -7, 0, -8, -0.7
Cc1ccc2nc(-c3ccc(-c4ccccn4)s3)cn2c1
→ 1.5, -21, -40, 0.1, 4, 22, 48, -1, -0.4
O=C(COC(=O)CN=C1NS(=O)(=O)c2ccccc21)Nc1ccccc1OC(F)F
→ 2.6, 0, -3, 0.6, -6, -14, -11, 4, -0.3
COc1cc(C(=O)NCc2ccco2)cc(OC)c1OC
→ 1.0, 3, 4, -0.1, -9, -9, 22, -12, 0.0

Sorted by value in NCF1 inh (low to high): 6 from the list above.
SMILES | NCF1 inh
CCC(=O)NCCNc1nc2cc(C)c(C)cc2cc1C#N | -16
Brc1ccc(OCCOCCN2CCOCC2)cc1 | -15
Cc1ccccc1C(=O)c1c[nH]c(C(=O)NCCc2ccccn2)c1 | -8
O=C(Cc1ccc(Br)cc1)Nc1ccc(Cl)cc1 | -6
Cc1ccc(S(=O)(=O)NCC(=O)N(CC(=O)NCC2CCCO2)Cc2ccccc2)cc1 (centres undefined) | -4
COc1ccc(-n2c(/C=C3\C(=O)N(C)c4ccccc43)nc3ccccc3c2=O)cc1 | -1
